Tb PFK block: T. brucei PFK enzyme inhibition; actives 0.17% (n = 330,000); Potency, µM (highest dose often 57.5 µM), for inactives: at the highest dose activity, negative = inhibition, hits mostly inhibitors; T. brucei PFK, ADP-Glo luminescence;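 note: potency is the fitted concentration of half-maximal effect; 0% = uninhibited 1x PFK enzyme wells and -100% = no-enzyme wells; nearly all actives have a fitted effect of over 60% in size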
Target sequence (O15648 whole entry, looked up): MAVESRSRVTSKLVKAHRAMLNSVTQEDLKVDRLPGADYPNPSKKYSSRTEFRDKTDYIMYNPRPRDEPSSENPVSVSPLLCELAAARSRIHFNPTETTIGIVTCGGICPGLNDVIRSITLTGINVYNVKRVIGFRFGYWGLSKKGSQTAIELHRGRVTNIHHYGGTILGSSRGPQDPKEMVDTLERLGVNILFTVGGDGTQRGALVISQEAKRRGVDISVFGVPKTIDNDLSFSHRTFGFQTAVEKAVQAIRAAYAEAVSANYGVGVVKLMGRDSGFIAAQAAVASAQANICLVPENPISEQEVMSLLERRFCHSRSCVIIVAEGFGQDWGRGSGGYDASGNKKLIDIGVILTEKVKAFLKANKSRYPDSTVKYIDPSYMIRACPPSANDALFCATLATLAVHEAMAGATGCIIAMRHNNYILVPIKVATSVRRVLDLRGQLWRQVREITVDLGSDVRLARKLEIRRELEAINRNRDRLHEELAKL
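Compounds were pin-transferred as a titration series up to 57 uM into substrate buffer (0.5 mM F6P, 0.1 mM ATP, pH 8.0), then 1.25 nM PFK was added and reactions ran 45 min before ADP-Glo detection.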
Rab9 promoter act: activators of Rab9 promoter; actives 2.8% (n = 320,000); Huh7 Rab9 promoter-luciferase reporter, luminescence, 24 h; Potency, µM (highest dose often 9.22 µM), for inactives: top-dose activation, negative = inhibition, actives largely listed as activators; note: potency is the fitted concentration of half-maximal effect; % of control where 0% means no effect; nearly all actives have a fitted effect of over 60% in size
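Cells were plated at 1500 per well in reduced-serum medium with 10% FBS and left 2 h. Compound in DMSO was then added for 24 h at 37 °C. Reporter signal was read by luminescence after 10 min with luciferase detection reagent.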
KCNH2 3.1 block: blocks the human KCNH2 3.1 channel isoform. U2OS KCNH2 3.1, thallium flux FluxOr; hits give low values. activity change, % (tested at about 1.8 µM). actives 0.95% (n = 340,000);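 active = maximum activity change below -70%; inconclusive = maximum activity change from -70% to -50%; inactive = maximum activity change above -50%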;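 note: thallium influx rate constant from kinetic fluorescence after stimulation buffer; % is set by controls: 0 for no effect and ±100 for the full control effect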
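Measured as rate of thallium-driven FluxOr signal in transduced U2OS cells carrying the 3.1 channel, read kinetically for 2 min upon stimulation; values are rate constants scaled to DMSO control wells.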
RORg inh: inhibitors of mouse ROR gamma transcriptional activity; P51450; Drosophila S2 Gal4-RORgamma UAS-luciferase reporter, 20 h; Potency, µM (series often up to 53.6 µM), inactives show top-dose activity change, negative = inhibition, hits mostly inhibitors; actives 5.4% (n = 310,000); AID 2551; note: potency is the fitted concentration of half-maximal effect; % is set by controls: 0 for no effect and ±100 for the full control effect; nearly all actives have a fitted effect of over 60% in size
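In this cell-based reporter format, copper sulfate (700 uM final) drives Gal4–ROR gamma fusion expression from a metallothionein promoter in Drosophila Schneider cells; compounds preincubated 1 hr, reporter read after 20 hr at ambient temperature.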
Giardia kill: Giardia lamblia killing | AID 540267 | activity change, % at 7.66 µM, hits read low | Giardia lamblia trophozoite viability | actives 0.15% (n = 340,000); in the data active = activity change below about -80%; inconclusive = between about -30% and that limit;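 note: parasites exposed to compound for two days anaerobically before the ATP read; % is set by controls: 0 for no effect and ±100 for the full control effect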
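Trophozoites 100 cells/well + cpd; 48 hrs, 37 deg C, anaerobic. ATPLite 1-Step added, 15-30 min RT, luminescence read (ATP-based viability).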
FLuc modulator: counter-screen for miR-21 project: firefly luciferase inhibitors or activators | P08659 | purified FLuc, Km substrates, luminescence inhibition | Potency, µM (highest dose often 57.5 µM), for inactives: top-dose activity change, negative = inhibition, most hits filed as inhibitors | actives 6.9% (n = 360,000);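 note: potency is the fitted concentration of half-maximal effect; plate controls were vehicle for no effect and reference inhibitor for full effect; nearly all actives have a fitted effect of over 55% in size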
Target sequence (P08659 whole entry, looked up): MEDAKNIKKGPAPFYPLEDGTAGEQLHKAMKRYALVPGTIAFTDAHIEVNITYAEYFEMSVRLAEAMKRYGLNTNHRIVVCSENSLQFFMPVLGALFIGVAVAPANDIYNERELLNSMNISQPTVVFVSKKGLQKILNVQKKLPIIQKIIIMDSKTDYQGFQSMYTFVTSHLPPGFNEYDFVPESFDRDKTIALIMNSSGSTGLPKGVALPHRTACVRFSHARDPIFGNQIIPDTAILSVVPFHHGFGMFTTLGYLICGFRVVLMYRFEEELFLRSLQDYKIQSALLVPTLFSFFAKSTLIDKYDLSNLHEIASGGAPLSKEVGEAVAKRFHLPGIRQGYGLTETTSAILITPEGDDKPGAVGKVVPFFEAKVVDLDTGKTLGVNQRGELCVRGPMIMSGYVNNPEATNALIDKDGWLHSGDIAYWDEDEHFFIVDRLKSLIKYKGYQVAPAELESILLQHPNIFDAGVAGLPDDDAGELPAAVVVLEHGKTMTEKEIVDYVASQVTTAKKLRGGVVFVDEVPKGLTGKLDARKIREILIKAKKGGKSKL
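Purified P. pyralis luciferase, 10 nM final, with Km-level 10 uM D-luciferin and 10 uM ATP in 50 mM Tris acetate pH 7.5, 10 mM Mg acetate, 0.01% Tween-20, 0.05% BSA; 6-point qHTS titration about 60 µM downward; luminescence read.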
NPC1 promoter act: activates the NPC1 promoter | Potency, µM (doses to about 9.22 µM), inactives show at the highest dose activation, usual class: activators | actives 2.4% (n = 320,000) | Huh7 NPC1 promoter luciferase reporter, 24 h;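 note: potency is the fitted concentration of half-maximal effect; % of control where 0% means no effect; nearly all actives have a fitted effect of over 60% in size; reporter is driven by a mutant NPC1 promoter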
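Luminescence from an NPC1 promoter-driven luciferase reporter in stably transfected Huh7 cells was measured after 24 h compound treatment at 37 °C, followed by 10 min ambient incubation with luciferase detection reagent.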
ELG1 genotox: inducers of genotoxicity in HEK293T ELG1-luciferase cells; HEK293T ELG1-luciferase reporter, luminescence, 16 h; Potency, µM (titrated, usually from 46 µM), for the others: at the highest dose activity change, positive = activation, hits mostly activators; actives 1.3% (n = 330,000); note: potency is the fitted concentration of half-maximal effect; % of control where 0% means no effect; nearly all actives have a fitted effect of over 60% in size
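Genotoxicity was scored as increased ELG1-luciferase reporter signal, measured by ONE-Glo luminescence (30 min, room temperature). Compound or vehicle exposure of the HEK293T reporter cells lasted 16 hr at 37°C.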
FBPA coupling cs: inhibits coupling enzyme system, counter-screen for aldolase hits; coupling enzyme system counterscreen, AmpLite Red fluorescence; activity change, negative = inhibition, % at 58.2 µM, hits read low; actives 0.67% (n = 290,000); in the data active = activity change below about -30%; note: % is set by controls: 0 for no effect and ±100 for the full control effect
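Compounds tested against the coupling enzymes alone at 57.5 uM final; readout was AmpLite Red fluorescence (525/598 nm) after 20 min at RT.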
VP16 counter: counter-screen for ROR gamma inhibitors: Gal4-VP16 reporter; actives 3.5% (n = 310,000); AID 2546; Potency, µM (doses to about 53.6 µM), without a hit: at the highest dose activity, negative = inhibition, most hits filed as inhibitors; Drosophila S2 Gal4-VP16 UAS-luciferase, luminescence, 20 h;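 note: Gal4-VP16 expression switched on by copper sulfate through the metallothionein promoter; potency is the fitted concentration of half-maximal effect; % is set by controls: 0 for no effect and ±100 for the full control effect; nearly all actives have a fitted effect of over 50% in size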
uPA surface inh: blocks generation of uPA at the cell surface. cell surface uPA generation assay, qHTS. actives 0.31% (n = 330,000). Potency, µM (titrated, usually from 38.3 µM), for the others: top-dose activity change, negative = inhibition, most hits filed as inhibitors. AID 540303; active = well fitted inhibition curve with a large enough effect; inconclusive = small, poorly fitted or top-dose-only effect; inactive = no such curve, though single readings can be large or run the other way; tested in mouse RAW 264.7 cells; note: potency is the fitted concentration of half-maximal effect; % is set by controls: 0 for no effect and ±100 for the full control effect; nearly all actives have a fitted effect of over 55% in size
The depositor's hits bear a star; ? = inconclusive; · = no result given; [ ] = dose if it differs, or a comment. Unless noted, calls come from the whole dose curve; as a rule, active = well fitted curve in the direction sought with a large enough effect; inconclusive = small, poorly fitted or top-dose-only effect, or another doubt; inactive = no such curve, though single readings can be large; an effect the other way counts as inactive or inconclusive. This is a random part of the collection. About 14% of those tested had a hit in this group.

SMILES	Tb PFK block	Rab9 promoter act	KCNH2 3.1 block	RORg inh	Giardia kill	FLuc modulator	NPC1 promoter act	ELG1 genotox	FBPA coupling cs	VP16 counter	uPA surface inh
COc1ccc(-n2c(C)cc(C(=O)COC(=O)c3cc(NC(=O)c4cccs4)c(OC)c(OC)c3)c2C)cc1	7%	-1%	-26	28%	20	0%	-7%	-5%	7	0%	0%
COc1ccc(C(=O)N/N=C/c2ccc(OC)c(CSc3ccccn3)c2)cc1	2%	1%	9	?	4	?	-2%	-2%	0	?	15%
O=C(CN1c2ccccc2Sc2ccccc21)NNC(=O)Nc1cccc(Cl)c1	-6%	-3%	-17	10%	33[activator]	3%	2%	-3%	4	1%	6%
CCS(=O)(=O)NC(C)C(c1cccs1)N1CCN(C)CC1 (stereo not given)	-3%	-3%	2	-36%	8	2%	-4%	0%	6	-8%	·
CCCOc1ccc(/C=N/NC(=S)Nc2ccccc2[N+](=O)[O-])c(O)c1	2%	-16%	12	0%	4	3.4µM*	3%	?	5	-12%	-11%
COc1ccc(C(=O)CSc2nnc(-c3ccc(S(=O)(=O)N4CCOCC4)cc3)o2)cc1	0%	-7%	·	3%	0	2%	-3%	1%	0	1%	-3%
CCOC(=O)C1(CCOc2ccccc2)CCN(Cc2cccn2-c2ncccn2)CC1	5%	1%	-101*	12%	-6	-1%	0%	-5%	4	-18%	-5%
CCCCN(Cc1ccco1)C(=O)Cn1ncc2c(=O)oc3ccc(C)cc3c21	0%	-3%	7	1.4µM*	-3	5%	-5%	4%	4	-3%	3%
COCc1cccc(NC(=O)CCc2ccccc2)c1	0%	20%	8	19%	6	?	24%	6%	1	23%[10 µM]	0%
COC(=O)c1cc(S(=O)(=O)NC2CCC(C)CC2)cn1C (stereo not given)	5%	5%	5	-12%	-8	-1%	0%	0%	·	-2%	-2%
Nc1ncnc(Nc2ccc(S(N)(=O)=O)cc2)n1	3%	0%	4	31%	3	4%	0%	7%	-3	2%	-16%
CSc1nc(-c2ccco2)nn1S(=O)(=O)c1ccc(C)cc1	0%	-1%	-5	-25%	?	-7%	-1%	2%	-34*	-6%	-5%
C=CCn1c(=O)[nH]c2nc3cc(N=CN(C)C)c(C)cc3nc2c1=O	-3%	4%	3	2%	4	-10%	-1%	3%	-12	-3%	5%
COCCN1CN(S(=O)(=O)c2cccc(Cl)c2)c2nc3ccccc3nc21	1%	-1%	5	22%	42[activator]	1%	-2%	5%	-1	6%	-3%
CC(=O)NCCc1c[nH]c2ccc(O)cc12	·	-1%[46.1 µM]	3	-7%	-2	·	-4%[46.1 µM]	·	-24	-2%	-3%
CC(C)C[C@H]1CN=C(N(C)C)N1CCCCc1ccccc1	1%	-9%	?	·	-20	5%	-3%	-30%	·	·	?
Cc1ccc(/C=C/C(=O)OCC(=O)Nc2cccc(S(=O)(=O)N(C)C)c2)o1	2%	-2%	-3	43%	17	21µM*	2%	-1%	3	26%	0%
Cc1cc(C)cc(Nc2nc3c(S(=O)(=O)c4ccccc4)nnn3c3ccccc23)c1	-4%	-6%	3	-23%	-11	-1%	1%	-3%	1	-4%	5%
NC(=O)c1ccc(NC(=O)c2ccc3c(c2)OCO3)cc1	4%	1.6µM*	28	16%	-13	4.8µM*	1.3µM*	18µM*	2	10%	-15%
CCOc1ccc(CN(C)CC(=O)Nc2cccc(C)c2)cc1OC	-4%	-8%	-5	-3%	0	-2%	-9%	-8%	-4	?	-9%
Nc1c(Cl)cc(NC(=O)c2ccccc2C(=O)O)cc1Br	-4%	0%	-6	18%	13	2%	-2%	-2%	6	-24%	-5%
O=C(CSc1nnc(-c2ccccc2F)n1C1CC1)NC(=O)c1cccc([N+](=O)[O-])c1	12%	-1%	-16	-20%	1	5%	0%	-1%	8	-8%	3%
O=C1OCCN/C1=C\C(=O)c1ccccc1	0%	3%	-5	1%	-18	0%	-18%	-6%	-1	-3%	-8%
COc1ccc(NC(C)=O)cc1S(=O)(=O)Nc1ccc(OCc2ccccc2)cc1	0%	5%	5	?	17	-14%	11%	-2%	0	2%	-2%
CN(C)c1ccc(NC(=O)CSCc2nc3c(nnn3Cc3ccc(F)cc3)c(=O)[nH]2)cc1	?	-1%	-8	-16%	-2	-2%	-5%	-3%	-36*	-4%	·
CCc1ccc(N2Cc3ccccc3C2)cc1	1%	3.5µM*	-9	-11%	24	6µM*	2.8µM*	?	-8	-3%	?
Cc1cc(C)cc(N(CC(=O)N2CCC(C)CC2)S(=O)(=O)c2ccccc2)c1	·	·	-15	7%	-11	-1%	·	·	4	4%	·
O=C(CSCc1cc(=O)n2nc(C3CC3)sc2n1)Nc1ccccc1Cl	-1%	0%	19	-16%	8	0%	2%	1%	·	-2%	-2%
CCNC(=O)C1CC(=O)N(CCCc2ccccc2)C(=Nc2ccccc2)S1 (stereo not given)	1%	-5%	-4	-1%	-12	-2%	-4%	-2%	0	0%	-1%
Cc1cc(C)n(C(=O)/C=C/c2cccs2)n1	0%	-4%	15	0%	3	17µM*	-10%	4%	1	18%	-6%
CCOc1c(Br)cc(/C=C2\C(=O)N(CCC#N)N=C2C)cc1OC	1%	-2%	-3	?	-2	-14%	0%	9%	-8	11µM*	-1%
COc1ccc(-c2nnc(-c3cc4ccccc4oc3=O)o2)cc1	0%	24%	-7	?	7	-1%	2%	16%	4	0%	7%
CCOC(=O)N1CCC(NC(=O)c2cc(S(=O)(=O)N3CCCCC3)ccc2F)CC1	5%	-11%	-19	?	-11	-3%	-6%	-2%	1	-2%	1%
Cc1cc(C)cc(C(=O)N(c2ccccn2)C(C)c2ccco2)c1 (stereo not given)	-4%	-5%	-22	13%	2	3%	0%	0%	-1	-3%	·
O=C(Nc1ccccc1N1CCCC1)c1cc(=O)[nH]c2ccccc12	-2%	-3%	3	·	17	2%	-4%	-4%	·	·	-1%
Cc1cc(OCc2cc(C(=O)N(C)CC3CCOCC3)no2)cc(C)c1Cl	-10%	20%	-14	36%	5	?	27%	8%	0	0%	1%
CN1/C(=C\C=C(/C#N)C(=O)Nc2ccc(Cl)cc2)C(C)(C)c2ccccc21	-3%	-9%	-18	-3%[10 µM]	-14	4%	-6%	-2%	1	-21%	3%
CC(C)c1ccc(O)c(NC(=O)c2ncn[nH]2)c1	3%	18%	15	18%	-8	?	-5%	-1%	-3	9%	-3%
Cc1nnc(SCc2nnc(-c3cccs3)o2)n1C	-3%	4%	-1	-3%	-2	-3%	6%	5%	6	-19%	-13%
O=C(O)c1ccc2c(=O)[nH]c(CN3CCOCC3)nc2c1	0%	-8%	1	-10%	-3	0%	1%	0%	-1	0%	6%

Look-ups from the entries so far.
`O=C(Nc1ccccc1N1CCCC1)c1cc(=O)[nH]c2ccccc12` in ELG1 genotox is entered as -4%
`CCNC(=O)C1CC(=O)N(CCCc2ccccc2)C(=Nc2ccccc2)S1` (stereo not given) in Giardia kill is entered as -12

Continuation:
SMILES	Tb PFK block	Rab9 promoter act	KCNH2 3.1 block	RORg inh	Giardia kill	FLuc modulator	NPC1 promoter act	ELG1 genotox	FBPA coupling cs	VP16 counter	uPA surface inh
Cc1nn(C)cc1CNC(=O)c1cnn2c(C(F)F)cc(C3CC3)nc12	-4%	3%	3	5%	14	1%	-4%	9%	3	-13%	-8%
CC(C)NC(=O)Nc1ccc2c(c1)C(=O)N([C@H](C)CO)C[C@@H](C)[C@@H](CN(C)C(=O)NC1CCCCC1)O2	0%	·	18	·	-13	·	·	5%	·	·	12%
OCCN1CCN(Cc2cc(Cl)c3cccnc3c2O)CC1	0%	7%	-7	5.6µM*	-3	0%	-3%	10%	-23	10µM*	·
CC(=O)Nc1ccc(S(=O)(=O)N(C)CC(=O)Nc2ccccc2N2CCCC2)cc1	-10%	-13%	-13	·	4	2%	2%	-17%	·	·	1%
O=C(COC(=O)c1ccc2ccccc2c1O)NCC(F)(F)F	-1%	-3%	0	16%	?	3%	-1%	8%	0	6%	-4%
O=C(CCSc1nc(-c2ccco2)cc(C(F)(F)F)n1)NCCN1CCOCC1	-1%	-7%	10	-16%	11	0%	-4%	0%	1	-4%	4%
O=C(c1ccc(C(=O)N2CCOCC2)s1)N1CCOCC1	0%	3%	-17	20%	5	-2%	0%	1%	0	6%	0%
COc1ccc(OC)c(Nc2nc(C)nc3c2oc2ccccc23)c1	-1%	-2%	16	-24%	14	-5%	-15%	0%	-2	-19%	1%
FC(F)(F)Oc1ccc(NC(=S)Nc2ccc(OC(F)(F)F)cc2)cc1	-18%	-4%	-32	?	4	-2%	0%	-6%	-5	?	?
COc1ccc(C(=O)Nc2cc(Cl)cc(Cl)c2)c(OC)n1	0%	?	6	6%	4	-11%	?	6%	1	1%	2%
Cc1cc(C)n(CC(O)COc2ccccc2Br)n1 (stereo not given)	-6%	5%	-8	31%	-9	-21%	2%	0%	0	2%	-8%
Cc1cccc(Sc2nc(-c3ccccc3)ncc2C(=O)O)c1	-1%	-7%	23	35%	8	?	-3%	-2%	18	-5%	3%

Assay outcomes as filed in PubChem.
